NPC1 promoter act = activates the NPC1 promoter; Huh7 NPC1 promoter luciferase reporter, 24 h; Potency, µM (doses to about 9.22 µM), for the others: top-dose activation, most hits filed as activators; 320,000 tested, 2.4% active; AID 485313;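 also: potency is read from the fitted curve at half-maximal effect; % of control where 0% means no effect; nearly all actives have a fitted effect of over 60% in size; reporter is driven by a mutant NPC1 promoter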
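Huh7 cells stably carrying NPC1 promoter–luciferase, plated in Opti-MEM with 10% FBS for 2 h, were exposed to compound in DMSO for 24 h at 37 °C; luciferase reagent was added for 10 min and luminescence read.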
Giardia kill = Giardia lamblia killing; Giardia lamblia trophozoite viability; 340,000 tested, 0.15% active; AID 540267; activity change, % at 7.66 µM, hits read low; in the data active = activity change below about -80%; inconclusive = between about -30% and that limit;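 also: parasites exposed to compound for two days anaerobically before the ATP read; % is scaled to controls: 0 for no effect and ±100 for the full control effect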
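Killing of trophozoites was scored by loss of ATP luminescence after a 48 hrs anaerobic exposure to compounds at 37 deg C, using 100 cells per well.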
VP16 counter = Gal4-VP16 reporter inhibition counter-screen | Drosophila S2 Gal4-VP16 UAS-luciferase, luminescence, 20 h | Potency, µM (highest dose often 53.6 µM), for the others: at the top dose activity, negative = inhibition, most hits filed as inhibitors | 310,000 tested, 3.5% active | AID 2546;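 also: Gal4-VP16 expression switched on by copper sulfate through the metallothionein promoter; potency is read from the fitted curve at half-maximal effect; % is scaled to controls: 0 for no effect and ±100 for the full control effect; nearly all actives have a fitted effect of over 50% in size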
FLuc modulator = counter-screen for miR-21 project: firefly luciferase inhibitors or activators. 360,000 tested, 6.9% active. purified FLuc, Km substrates, luminescence inhibition. P08659. Potency, µM (top dose mostly 57.5 µM), for inactives: top-dose activity change, negative = inhibition, usual class: inhibitors;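 also: potency is read from the fitted curve at half-maximal effect; plate controls were vehicle for no effect and reference inhibitor for full effect; nearly all actives have a fitted effect of over 55% in size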
Target sequence (P08659 whole entry, looked up): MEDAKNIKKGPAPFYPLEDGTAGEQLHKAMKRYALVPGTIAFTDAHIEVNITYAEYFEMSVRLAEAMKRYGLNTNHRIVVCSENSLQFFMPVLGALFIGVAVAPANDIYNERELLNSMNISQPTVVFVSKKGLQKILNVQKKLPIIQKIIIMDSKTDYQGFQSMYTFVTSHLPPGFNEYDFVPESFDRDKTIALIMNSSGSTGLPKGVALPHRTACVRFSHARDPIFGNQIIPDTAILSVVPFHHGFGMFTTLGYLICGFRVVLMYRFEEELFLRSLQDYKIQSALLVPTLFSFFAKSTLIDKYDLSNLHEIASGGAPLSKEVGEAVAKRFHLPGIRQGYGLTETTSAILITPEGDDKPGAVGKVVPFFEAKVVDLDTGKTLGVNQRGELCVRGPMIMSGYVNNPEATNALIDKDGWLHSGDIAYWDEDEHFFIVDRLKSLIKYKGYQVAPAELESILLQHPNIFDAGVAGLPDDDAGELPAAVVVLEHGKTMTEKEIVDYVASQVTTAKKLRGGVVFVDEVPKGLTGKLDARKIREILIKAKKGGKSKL
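Biochemical qHTS of compounds, final roughly 60 µM downward over six points, against 10 nM purified firefly luciferase using Km concentrations of substrates (10 uM D-luciferin, 10 uM ATP) in Tris acetate pH 7.5 buffer; luminescence output.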
FBPA coupling cs = coupling enzyme interference in Giardia aldolase counter-screen. coupling enzyme system counterscreen, AmpLite Red fluorescence. activity change, negative = inhibition, % at 58.2 µM, hits read low. 290,000 tested, 0.67% active. AID 2472; in the data active = activity change below about -30%; also: % is scaled to controls: 0 for no effect and ±100 for the full control effect
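Fluorescence at 525 nm excitation and 598 nm emission measured inhibition of the coupled detection system without aldolase. Compounds (at 57.5 uM final) were preincubated 10 min at room temperature with coupling enzyme reagent before a 20 min substrate/AmpLite Red step.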
Tb PFK inh = T. brucei PFK enzyme inhibition. 330,000 tested, 0.17% active. T. brucei PFK, ADP-Glo luminescence. Potency, µM (highest dose often 57.5 µM), for the others: at the highest dose activity, negative = inhibition, usual class: inhibitors. O15648. AID 485367;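 also: potency is read from the fitted curve at half-maximal effect; 0% = uninhibited 1x PFK enzyme wells and -100% = no-enzyme wells; nearly all actives have a fitted effect of over 60% in size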
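Compounds were pin-transferred as a titration series up to 57 uM into substrate buffer (0.5 mM F6P, 0.1 mM ATP, pH 8.0), then 1.25 nM PFK was added and reactions ran 45 min before ADP-Glo detection.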
KCNH2 3.1 block = inhibitors of human KCNH2 3.1 potassium channel isoform; 340,000 tested, 0.95% active; U2OS KCNH2 3.1, thallium flux FluxOr; stronger effect = lower value; AID 720553; activity change, % (tested at about 1.8 µM);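 active = maximum activity change below -70%; inconclusive = maximum activity change from -70% to -50%; inactive = maximum activity change above -50%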;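 also: thallium influx rate constant from kinetic fluorescence after stimulation buffer; % is scaled to controls: 0 for no effect and ±100 for the full control effect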
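Measured as rate of thallium-driven FluxOr signal in transduced U2OS cells carrying the 3.1 channel, read kinetically for 2 min upon stimulation; values are rate constants scaled to DMSO control wells.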
ELG1 genotox = genotoxicity induction in ELG1-luciferase HEK293T cells | AID 504466 | 330,000 tested, 1.3% active | Potency, µM (series often up to 46 µM), for the others: top-dose activity change, positive = activation, most hits filed as activators | HEK293T ELG1-luciferase reporter, luminescence, 16 h; also: potency is read from the fitted curve at half-maximal effect; % of control where 0% means no effect; nearly all actives have a fitted effect of over 60% in size
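HEK293T cells expressing luciferase-tagged ELG1 were exposed to compound or DMSO vehicle for 16 hr at 37 °C and 5% CO2. Luciferase activity was then measured with ONE-Glo after 30 min at room temperature.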
RORg inh = ROR gamma (mouse) transcription inhibition | P51450 | Potency, µM (series often up to 53.6 µM), without a hit: at the highest dose activity change, negative = inhibition, hits mostly inhibitors | Drosophila S2 Gal4-RORgamma UAS-luciferase reporter, 20 h | 310,000 tested, 5.4% active; also: potency is read from the fitted curve at half-maximal effect; % is scaled to controls: 0 for no effect and ±100 for the full control effect; nearly all actives have a fitted effect of over 60% in size
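ROR gamma transcriptional activity was tracked as Gal4-UAS luciferase output in stably transfected Drosophila Schneider cells, with compound added 1 hr before 700 uM copper sulfate induction and a 20 hr ambient-temperature incubation.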
Rab9 prom act = activates the Rab9 promoter; Huh7 Rab9 promoter-luciferase reporter, luminescence, 24 h; Potency, µM (doses to about 9.22 µM), for inactives: top-dose activation, negative = inhibition, hits mostly activators; 320,000 tested, 2.8% active; AID 485297; also: potency is read from the fitted curve at half-maximal effect; % of control where 0% means no effect; nearly all actives have a fitted effect of over 60% in size
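Huh7 reporter line, Rab9 promoter upstream of luciferase. Compound exposure 24 h at 37 °C in reduced-serum medium with 10% FBS. Read-out: luminescence.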
uPA surface inh = blocks generation of uPA at the cell surface. cell surface uPA generation assay, qHTS. Potency, µM (doses to about 38.3 µM), inactives show top-dose activity change, negative = inhibition, usual class: inhibitors. 330,000 tested, 0.31% active; active = well fitted inhibition curve with a large enough effect; inconclusive = small, poorly fitted or top-dose-only effect; inactive = no such curve, though single readings can be large or run the other way; tested in mouse RAW 264.7 cells; also: potency is read from the fitted curve at half-maximal effect; % is scaled to controls: 0 for no effect and ±100 for the full control effect; nearly all actives have a fitted effect of over 55% in size
* = called active by the depositor; ? = inconclusive; · = not tested or not shown; & = joins results of further samples; [ ] = remark or other dose. Unless noted, calls follow the shape of the dose curve; as a rule, active = well fitted curve in the direction sought with a large enough effect; inconclusive = small, poorly fitted or top-dose-only effect, or another doubt; inactive = no such curve, though single readings can be large; an effect the other way counts as inactive or inconclusive. Hits appear at their usual frequency (roughly 14% active in at least one column).

SMILES | NPC1 promoter act | Giardia kill | VP16 counter | FLuc modulator | FBPA coupling cs | Tb PFK inh | KCNH2 3.1 block | ELG1 genotox | RORg inh | Rab9 prom act | uPA surface inh
COc1ccccc1CNC(=O)CSc1cc(=O)n(C)c2ccccc12 | -3% | 8 | -2% | 0%&0% | 0 | 0% | -1 | 3% | -4% | -4% | -1%
CC1CCCC(C)N1C(=O)c1cc(-c2ccc3c(c2)OCO3)on1 (centres undefined) | 2µM* | 0 | 0% | 11µM* | -2 | -11% | -7 | -1% | 4% | 2µM* | -1%
O=C(COC(=O)/C=C/c1cccc(C(F)(F)F)c1)NCc1ccc(F)cc1 | -4% | -12 | -12% | 4% | 0 | -2% | 16 | 0% | -13% | -6% | 3%
CCCn1c(N)c(N(CCOC)C(=O)c2ccc(N(C)S(=O)(=O)c3ccc(C)cc3)cc2)c(=O)[nH]c1=O | 17% | -17 | · | 9% | · | -17% | 2 | 3% | · | -1% | -14%
CCN(CC(=O)Nc1cc(Cl)ccc1C)C(=O)CN1C(=O)NC(CC)(c2ccccc2)C1=O (centres undefined) | -2% | 2 | · | 3% | · | 6% | -1 | -1% | · | -6% | -11%
C=CCNC(=O)C1CC(c2cccc(OC)c2)=NO1 (centres undefined) | -4% | 0 | 3% | -1% | -1 | 0% | 8 | 0% | 9% | 5% | -6%
N=c1c2c3c(sc2ncn1Cc1ccco1)CCCCC3 | 6% | -3 | ? | ? | -4 | 0% | 4 | 0% | -85% | -2% | -22%
COc1cc(OC)cc(C(=O)NNC(=O)CCC(=O)c2cccs2)c1 | 3% | -6 | -4% | 1% | · | 0% | · | 0% | -35% | 0% | 3%
COc1ccc(-c2nnn(CC(=O)NC(=O)NC3CCCCC3)n2)cc1OC | -2% | -16 | · | 3% | · | 0% | 8 | -3% | · | 1% | -3%
Cn1c(SCC(=O)Nc2cccc(S(=O)(=O)NC3=NCCCCC3)c2)nnc1-c1ccncc1 | -4% | 6 | -3% | 0% | 3 | 2% | 7 | 0% | -8% | 0% | 8%
S=C(NCC1CCCO1)N1CCN(c2ccc(Cl)c(Cl)c2)CC1 (centres undefined) | -14% | 18 | ? | 2% | 0 | ? | -8 | 7% | ? | -12% | -7%
O=C(N[C@@H](Cc1ccccc1)C(=O)O)c1cccs1 | -2% | ? | -12% | -1% | 2 | 2% | 5 | -1% | -3% | 4% | 1%
COc1cnc(SCc2ccc(Cl)c(Cl)c2)nc1Cl | -1% | -8 | ? | 0% | 1 | 27µM* | -10 | 1% | ? | -3% | ·
CC(=O)c1cccc(NC(=O)CN(C2CCCCC2)S(C)(=O)=O)c1 | 1% | -8 | 8% | 0% | 4 | -16% | -36 | 4% | -5% | -3% | 0%
COc1cccc(CNC(=O)c2cccnc2Sc2ccccc2)c1 | -6% | -2 | 1% | ? | · | -1% | 12 | 11% | -4% | 8% | -1%
CC(C(=O)O)N1C(=O)/C(=C/c2cccn2C)SC1=S (centres undefined) | -2% | -22 | -3% | -12% | 14 | 6% | 2 | 1% | -13% | 0% | -3%
Cc1cccc(OCC(=O)NCC(=O)N=Nc2c(O)[nH]c3ccc([N+](=O)[O-])cc23)c1 | -5% | 16 | 4% | 5% | -1 | 0% | 5 | -9% | 26% | 4% | 2%
O=C(NC(=S)Nc1ccccc1Br)c1ccco1 | ? | 29 | ? | 11µM* | 0 | 1% | 3 | ? | ? | ? | -4%
O=C(COC(=O)/C=C/c1ccc(Cl)cc1)NCCC1=CCCCC1 | 3% | -7 | -14% | -3% | -4 | 0% | -2 | 4% | -1% | -1% | -4%
CC12CCC(=O)N1C(C(=O)NNC(=O)c1ccccc1F)CS2 (centres undefined) | 2% | ? | · | ? | · | -7% | 9 | -2% | · | 3% | -8%
CCn1c2c(c(C)cc1=O)C(=O)CC(C)(C)C2 | 0% | -3 | 1% | 0% | 5 | 1% | -13 | -2% | 12% | -1% | -3%
Cc1ccc(C(=O)O/N=C2\CCS(=O)(=O)c3sccc32)cc1 | 1% | -19 | 1% | 0.48µM* | 0 | 5% | -6 | -2% | 8% | 4% | 1%
CC1OC(Nc2cccc3ccccc23)C(O)C(O)C1O (centres undefined) | 1% | -2 | 0% | -3% | -27 | -7% | -8 | -1% | -11% | 25% | -10%
CN(CC(=O)Nc1ccc(Cl)c(C(F)(F)F)c1)C(=O)CCC(=O)c1ccccc1 | -3% | -5 | · | -12% | · | -1% | -18 | -1% | · | 2% | -29%
O=C(Nc1cc(S(=O)(=O)N2CCOCC2)ccc1N1CCOCC1)c1cccs1 | -2% | -2 | · | · | · | 0% | 16 | -1% | · | 12% | 0%
Cc1ccccc1Nc1c([N+](=O)[O-])ccc2c1=NC1(CCCCC1)N=2 | 3% | -6 | 0% | 3% | -6 | -5% | 4 | 2% | -22% | 4% | ·
CC[C@@]1(C(=O)OC)N[C@H](CN(C)C(=O)Nc2ccc(OC)cc2)[C@@H]2C(=O)N(C)C(=O)[C@@H]21 | · | -7 | · | · | · | 6% | 15 | 1% | · | · | 1%
C=CC[N+](C)(C)C/C(Cl)=C(\Cl)c1ccccc1 | -2% | 14 | -8% | 1% | 0 | -2% | 33 | -1% | 35% | 1% | -4%
COc1ccc(S(=O)(=O)NCc2ccc(C(=O)NCCCN3CCCC(C)C3)cc2)cc1 (centres undefined) | -2% | -16 | -3% | -3% | · | 1% | 3 | -1% | 6% | -7% | -2%
COc1cccc(/C=C2\SC(=O)N(CCC(=O)NCCCn3ccnc3)C2=O)c1 | -6% | -15 | -6% | ? | -2 | -4% | -8 | -1%[9.26 µM] | -5% | -3% | -12%
C#CCN(C)CCCOc1ccc(Cl)cc1Cl | ? | -23 | ? | 13µM* | -1&0 | 0% | -18 | 16% | ? | ? | 14%
CCN1C(=O)c2ccccc2S(=O)c2ccc(C(=O)NC3CC3)cc21 (centres undefined) | 1% | 7 | -15% | -6% | -4 | -1% | 4 | 4% | 18% | -5% | -3%
COC(=O)[C@]1(C)N[C@H](CN(C)C(=O)c2ccc(C)cc2)[C@@H]2C(=O)N(C)C(=O)[C@@H]21 | · | 0 | · | · | · | -24% | 5 | -1% | · | · | 0%
CC(=O)Oc1ccccc1N(C(C)=O)S(=O)(=O)c1ccc(C)cc1 | -4% | -9 | -4% | 4% | -1 | -6% | -4 | -1% | 11% | 4% | -1%
O=C(NCc1ccco1)C(=O)NCC1OCCN1S(=O)(=O)c1ccc(Cl)cc1 (centres undefined) | -8% | -13 | 1% | -19% | -2 | -4% | 14 | -2% | ? | -7% | -15%
CCCCCOC(=O)CSc1nnc(-c2cc(OC)c(OC)c(OC)c2)o1 | 1% | -6 | -8% | -1% | 3 | 0% | -1 | 1% | -30% | -12% | ·
CCN1CCCC1CNC(=O)C(=O)Nc1ccccc1 (centres undefined) | 16% | 16 | -10%[10 µM] | -16% | 3 | 0% | -1 | 8% | 25% | ? | 0%
CCN(C(=O)COC(=O)c1ccccc1O)c1cccc2ccccc12 | · | 18 | · | · | · | -2% | 3 | -4% | · | · | 0%
Cc1ccc(-c2[nH]nc(N)c2N=Nc2cccc(Cl)c2C)cc1 | -4% | -14 | ? | -15% | 0 | -2% | -3 | -1% | ? | -4% | -5%
CC1=CC(c2ccc(Cl)cc2)n2nc(NC(=O)c3ccccc3)nc2N1 (centres undefined) | 1% | -14 | 13% | 0% | -10 | 2% | 13 | 2% | 0% | -12% | 1%

High-throughput results: PubChem BioAssay, National Center for Advancing Translational Sciences (NCATS)
